Screening data (PubChem BioAssay)
NPSR antag – blocks cAMP signaling of the human neuropeptide S receptor | Potency, µM (doses to about 38.3 µM), for the others: at the highest dose activity change, negative = inhibition, actives largely listed as inhibitors | 220,000 tested, 1% active | AID 1461 | Q6W5P4 | CHO-NPSR cells, cAMP TR-FRET, antagonist mode; further: on the % scale 0 is the no-effect control and ±100 the full control effect; nearly all actives have a fitted effect of over 50% in size; many of its hits are not listed in these tables
RECQ1 helicase – RECQ1 (human) helicase inhibition | RECQ1 DNA unwinding, red fluorescence kinetic read | AID 2549 | P46063 | Potency, µM (top dose mostly 57.3 µM), for the others: at the top dose activity, negative = inhibition, hits mostly inhibitors | 240,000 tested, 0.54% active;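 further: plate controls were vehicle for no effect and no enzyme for full effect; nearly all actives have a fitted effect of over 30% in size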
Target sequence (P46063 whole entry, looked up): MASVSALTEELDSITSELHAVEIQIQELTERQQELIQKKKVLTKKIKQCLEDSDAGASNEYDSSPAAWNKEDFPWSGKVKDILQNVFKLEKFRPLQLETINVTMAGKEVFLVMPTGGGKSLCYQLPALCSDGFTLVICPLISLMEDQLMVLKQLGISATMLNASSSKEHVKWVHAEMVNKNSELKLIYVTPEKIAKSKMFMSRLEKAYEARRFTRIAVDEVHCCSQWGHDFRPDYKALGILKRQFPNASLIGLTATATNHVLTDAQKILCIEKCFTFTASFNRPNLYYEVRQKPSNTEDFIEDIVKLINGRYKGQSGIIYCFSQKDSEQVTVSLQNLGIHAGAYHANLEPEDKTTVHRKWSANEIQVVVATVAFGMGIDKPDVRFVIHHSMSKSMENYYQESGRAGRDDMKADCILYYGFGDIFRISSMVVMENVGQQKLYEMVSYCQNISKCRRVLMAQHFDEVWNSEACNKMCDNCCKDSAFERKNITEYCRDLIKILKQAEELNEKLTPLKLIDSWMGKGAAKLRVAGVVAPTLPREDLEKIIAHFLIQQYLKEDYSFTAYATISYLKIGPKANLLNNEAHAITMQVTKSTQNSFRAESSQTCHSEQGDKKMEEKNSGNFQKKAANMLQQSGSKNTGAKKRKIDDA
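RECQ1T1 50 nM; forked duplex (20 bp + 30-nt ss tails) 200 nM, ATP 2 mM final; pH 8.0, 2 mM MgCl2, 2.5 ug/ml poly(dI-dC); 15 min compound preincubation; discontinuous kinetic read over 2 h at RT.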
SMN2 splice up – enhancers of SMN2 splice variant expression. HEK293 SMN2-luciferase splicing reporter, luminescence, 30-36 h. Potency, µM (top dose mostly 46.1 µM), without a hit: top-dose activity change, positive = activation, most hits filed as activators. 210,000 tested, 2.8% active. AID 1458; further: % of control where 0% means no effect; nearly all actives have a fitted effect of over 55% in size
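qHTS luciferase splicing reporter: luminescence rises when SMN2 exon 7 is included in transfected HEK293 cells. Compound exposure lasted 30-36 h at 37C, with 4.5 mM final sodium butyrate as control, followed by a ONE-Glo read.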
Epigenetic derep – derepresses silenced GFP reporter in murine cells; murine LDR cells, GFP reporter derepression, 30 h; Potency, µM (titrated, usually from 53.9 µM), for inactives: at the highest dose GFP activation, most hits filed as activators; 280,000 tested, 0.2% active; further: % of control where 0% means no effect; nearly all actives have a fitted effect of over 60% in size
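Murine LDR cells bearing a silenced CMV-driven GFP reporter were exposed to compound for 30 h at 37 C. After PBS washes, GFP-positive cells (20-120 um objects) counted by laser-scanning microplate cytometry.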
Luc counter – blocks Kinase-Glo luciferase, a counter-screen artifact | 200,000 tested, 0.28% active | Potency, µM (top dose mostly 38.3 µM), inactives show at the highest dose activity change, negative = inhibition, most hits filed as inhibitors | Kinase-Glo luciferase, ATP luminescence, 8 min | Q27757; further: on the % scale 0 is the no-effect control and ±100 the full control effect; nearly all actives have a fitted effect of over 60% in size
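Recombinant Kinase-Glo luciferase, 10 uM ATP (linear range), luciferin; imidazole pH 7.2 / KCl / MgCl2 / Tween / BSA buffer; 8 min RT; luminescence.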
JMJD2E inh – inhibitors of human JMJD2E histone demethylase; B2RXH2; JMJD2E catalytic domain, FDH-coupled NADH fluorescence (FDH is formaldehyde dehydrogenase); Potency, µM (doses to about 57.1 µM), for the others: at the highest dose activity change, negative = inhibition, actives largely listed as inhibitors; 230,000 tested, 1.6% active; AID 2147; active means well fitted inhibition curve with a large enough effect, not every such curve was filed as active; inconclusive means small, poorly fitted or top-dose-only effect, or another doubt; inactive means no such curve, though single readings can be large or run the other way;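 further: 0% = wells with enzyme and -100% = buffer wells without enzyme; nearly all actives have a fitted effect of over 50% in size; many of its hits are not listed in these tables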
Target sequence (B2RXH2 1-337 limits assumed): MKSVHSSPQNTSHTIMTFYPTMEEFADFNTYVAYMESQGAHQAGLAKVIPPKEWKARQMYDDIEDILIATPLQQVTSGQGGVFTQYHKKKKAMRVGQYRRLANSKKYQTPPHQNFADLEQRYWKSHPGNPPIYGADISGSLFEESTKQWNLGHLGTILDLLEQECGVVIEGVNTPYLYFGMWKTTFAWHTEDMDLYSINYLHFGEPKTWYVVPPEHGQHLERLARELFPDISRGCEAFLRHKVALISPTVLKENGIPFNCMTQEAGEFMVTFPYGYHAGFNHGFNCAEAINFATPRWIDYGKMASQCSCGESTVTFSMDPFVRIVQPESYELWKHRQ
IMPase Li inh – cell-permeable IMPase inhibitors with lithium potentiation | AID 1457 | Potency, µM (series often up to 59.4 µM), without a hit: top-dose activity, negative = IMPase inhibition, usual class: inhibitors | CHO-M1 cells, IP1 TR-FRET (IP-One), carbachol + lithium | 210,000 tested, 0.35% active;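 further: IP1 builds up when IMPase is blocked and the TR-FRET signal falls; plate controls were basal vehicle for no effect and high inhibitor control for full effect; nearly all actives have a fitted effect of over 50% in size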
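Steps: plate 2000 CHO-M1 cells per well and culture 16–30 h; add compound and lithium; incubate 30 min, 37C; add d2-IP1 tracer and Eu cryptate anti-IP1 antibody in lysis buffer; read after 10 min at room temperature.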
RGS12 GoLoco inh – blocks human Gai1 binding to RGS12 GoLoco peptide, red readout | P63096 | Gai1:RGS12 GoLoco peptide FP, rhodamine, 10 min | Potency, µM (highest dose often 61.6 µM), for inactives: top-dose activity, negative = inhibition, hits mostly inhibitors | 230,000 tested, 0.44% active | AID 880; active means well fitted inhibition curve with a large enough effect, not every such curve was filed as active; inactive means no such curve, though single readings can be large or run the other way; further: on the % scale 0 is the no-effect control and ±100 the full control effect; nearly all actives have a fitted effect of over 30% in size; many of its hits are not listed in these tables
* hit, by the source's call; i = inactive; ? = inconclusive; nt = not tested or not shown; [ ] = another dose, or the depositor's remark. Unless noted, the call rests on the fitted dose curve; in most records, active means well fitted curve in the direction sought with a large enough effect; inconclusive means small, poorly fitted or top-dose-only effect, or another doubt; inactive means no such curve, though single readings can be large; an effect the other way counts as inactive or inconclusive. Potency means the concentration at half of the fitted maximal effect. Not all compounds are listed. The share of hits here may be higher or lower than overall.

SMILES	NPSR antag	RECQ1 helicase	SMN2 splice up	Epigenetic derep	Luc counter	JMJD2E inh	IMPase Li inh	RGS12 GoLoco inh
Cc1ccc(Sc2ncccc2COC(=O)Nc2ccccc2)cc1	-22%[46.1 µM]	-13%	-7%	-2.0%	0%	-1%	5%[38.3 µM]	5%
O=C(Nc1nccs1)c1cc2sccc2n1Cc1ccc(Cl)cc1	?	-9%	-22%	-0.2%	-4%	-22%	?	6%
C/C(=N/NC(=O)c1cccs1)c1cccc(N)c1	-2%	-6%	nt	-2.4%	-5%	31%[activator]	2%	9%
CCN1CCCC(OC(=O)c2cc(-c3ccccc3Cl)nc3ccccc23)C1 (stereo unspecified)	-50%	2%	-3%	-0.2%	-1%	?	12%	4%
Cc1cccc(C(=O)NC2CCCc3ccccc32)c1 (stereo unspecified)	18%	4%	nt	0.1%	2%	0%	2%	5%
CCn1nnc(NC(=O)c2cccnc2Cl)n1	4%[46.1 µM]	-12%	-17%	-1.0%	2%	5%	43%[activator][38.3 µM]	6%
Cc1ccc(S(=O)(=O)NCC(=O)OCC(=O)Nc2ncc(Cl)cc2Cl)cc1	-10%[46.1 µM]	i	-8%	-2.2%	1%	1%	3%	15%
O=C(/C=C/c1ccc(Br)cc1)NC(=S)NNC(=O)c1ccco1	-41%	i	-11%	-0.1%	1%	?	7%	5%
COc1ccc(C(=O)NCc2ccc(S(N)(=O)=O)cc2)cc1[N+](=O)[O-]	8%	-6%	9%	1.4%	4%	14%	-4%	11%
CCCC(=O)NC(=S)Nc1ccc(N2CCN(C(=O)c3cccs3)CC2)cc1	-22%	-5%	-6%	-1.5%	3%	14%	23%	14%
CCCCNC(=O)/C(C#N)=C/c1cccnc1	15%	1%	5µM*	1.3%	0%	-9%	-3%	8%
CCOC(=O)c1c(C)[nH]c(C(=O)OCC(=O)Nc2cc(C)c(Cl)cc2OC)c1C	1%[46.1 µM]	4%	20%	4.2%	0%	0%	29%[38.3 µM]	18%
COc1cc2cc(Oc3ccc4ccc(=O)oc4c3)c(=O)oc2cc1OC(C)=O	16%	-4%	nt	-1.3%	nt	3%	6%	8%
Cc1ccnc(NC(NC(=O)C(C)C)(C(F)(F)F)C(F)(F)F)c1	3%	0%	28%	2.6%	-5%	-6%	-9%	-1%
O=C(NNC(=O)c1ccccc1Cl)c1cc2cc(OC(F)(F)F)ccc2[nH]1	15%[7.67 µM]	11%	nt	-1.1%	nt	?	nt	3%
C/C(CC(=O)Nc1ccccn1)=N\NC(=O)c1ccc2ccccc2c1	13%	i	-28%	-1.1%	2%	5%	5%	40%[activator]
COc1ccc2cnn(-c3ccccc3)c(=O)c2c1OC	-2%[46.1 µM]	-1%	-14%	-0.8%	-1%	0%	-18%[38.3 µM]	2%
COC(=O)C1=C(C(=O)c2ccc(C)cc2)C(c2ccccc2)n2nnnc2N1 (stereo unspecified)	-10%[46.1 µM]	-2%	3%	-3.5%	6%	6%	-7%[38.3 µM]	13%
CCOc1ccc(NC(=S)NC(=O)/C=C/c2ccc(OC)cc2)c([N+](=O)[O-])c1	15%	-4%	23%	0.0%	-1%	7%	0%	6%
Cc1ccc2oc(=O)c3cnn(CC(=O)NCCc4ccsc4)c3c2c1	-16%[46.1 µM]	i	-10%	11%	-1%	-8%	4%[38.3 µM]	0%
Cc1cc(C)cc(NC(=S)NCc2ccncc2)c1	5%	i	-10%	-1.2%	-2%	0%	3%	10%
CCOC(=O)N1CCN(CC(=O)Nc2c(C(=O)OC)[nH]c3cccc(Cl)c23)CC1	-12%[46.1 µM]	-6%	-1%	4.8%	2%	?	-2%[38.3 µM]	4%
CCOC(=O)C1(Cc2cccc(OC)c2)CCCN(C(=O)c2ccccc2C)C1 (stereo unspecified)	-15%	-4%	nt	1.4%	nt	0%	nt	-6%
CN=c1oc2ccc(Cl)cc2cc1C(N)=O	-2%[46.1 µM]	-3%	?	-1.0%	1%	?	19%[38.3 µM]	-2%
CCCCC1=CC2=CC(=O)C(C)(OC(=O)c3ccco3)C(=O)C2=CO1 (stereo unspecified)	nt	i	4%	-2.2%	0%	-2%	10%	8%
COc1ccc2c(c1)c1nnc(SC)nc1n2C	1%[7.67 µM]	i	2%	0.0%	-1%	0%	0%[38.3 µM]	12%
Cc1cc(N=CC2=C(O)CCCC2=O)no1	6%[46.1 µM]	-4%	-12%	0.8%	-3%	1%	-7%[38.3 µM]	1%
O=C(COC(=O)COc1ccc(Cl)cc1)NCc1cccs1	19%	-6%	28%	0.0%	4%	0%	-5%	0%
CCOC(=O)N1CCC(N2C(=O)c3ccccc3C2Nc2cccnc2)CC1 (stereo unspecified)	-14%[46.1 µM]	-4%	0%	1.3%	0%	-6%	1%[38.3 µM]	-4%
Cc1ccc(C(=O)Nc2cccc(C(F)(F)F)c2)cc1NC(=O)c1ccno1	-16%	i	nt	-1.6%	nt	5%	nt	6%
Cc1ccccc1-c1nc(-c2ccc(NC(=O)c3cccs3)cc2)no1	?	-9%	-8%	-1.2%	-11%	?	14%[38.3 µM]	10%
CCCNS(=O)(=O)c1ccc(OCC(=O)N2CCN(c3ccccc3)CC2)cc1	13%	-8%	nt	-5.8%	-1%	-22%	3%	6%
CN(C)N1C(=O)CC(N2CCCC2)C1=O (stereo unspecified)	-12%	0%	nt	0.0%	-3%	-15%	6%	-8%
O=C1c2ccccc2C(Nc2ccccc2)N1Cc1ccc2c(c1)OCO2 (stereo unspecified)	-48%	-9%	nt	0.1%	nt	-1%	nt	1%
Brc1ccccc1-c1ccccc1	nt	0%	3%	nt	nt	nt	-6%	1%
COc1ccccc1Oc1nc([N+](=O)[O-])nn1CC(N)=O	13%	i	-5%	2.8%[10.1 µM]	2%	2%	1%	-16%
Cc1ccc(Cn2nc(C)c(NC(=O)CSc3n[nH]c(C)c3[N+](=O)[O-])c2C)cc1	-7%[46.1 µM]	-6%	-25%	0.0%	3%	-5%	6%	12%
O=C(Nc1ncc2c(n1)CC(c1ccccc1)CC2=O)c1ccco1 (stereo unspecified)	-5%[46.1 µM]	4%	-8%	4.0%	0%	1%	-3%	6%
O=C(Nc1ccccc1)/C(=C\c1ccncc1)NC(=O)c1ccccc1	-3%[46.1 µM]	-10%	9%	-3.1%	-1%	-10%	-5%[38.3 µM]	-15%
CCCC(O)(CCC)C(=O)NNc1ccccc1	-2%[46.1 µM]	-3%	-6%	0.0%	-2%	4%	-22%[38.3 µM]	19%

In the list so far, 3 contain a CF3 group:
SMILES	NPSR antag	RECQ1 helicase	SMN2 splice up	Epigenetic derep	Luc counter	JMJD2E inh	IMPase Li inh	RGS12 GoLoco inh
Cc1ccnc(NC(NC(=O)C(C)C)(C(F)(F)F)C(F)(F)F)c1	3%	0%	28%	2.6%	-5%	-6%	-9%	-1%
O=C(NNC(=O)c1ccccc1Cl)c1cc2cc(OC(F)(F)F)ccc2[nH]1	15%[7.67 µM]	11%	nt	-1.1%	nt	?	nt	3%
Cc1ccc(C(=O)Nc2cccc(C(F)(F)F)c2)cc1NC(=O)c1ccno1	-16%	i	nt	-1.6%	nt	5%	nt	6%

Additional compounds.
SMILES	NPSR antag	RECQ1 helicase	SMN2 splice up	Epigenetic derep	Luc counter	JMJD2E inh	IMPase Li inh	RGS12 GoLoco inh
CCOC(=O)CN(c1ccccn1)S(=O)(=O)c1ccc(OC)cc1	-10%	-2%	nt	1.5%	3%	?	-3%	9%
CCc1ccccc1-n1cnc2cc(C(=O)O)ccc21	-22%[46.1 µM]	-8%	-20%	-2.3%	0%	-2%	-21%[38.3 µM]	-8%
C=C1c2cc(CC)ccc2NC(=O)N1c1ccc(C)cc1	-19%[46.1 µM]	-6%	1%	-0.2%	-3%	-2%	5%[38.3 µM]	8%
CN(CC(=O)NC(c1ccccc1)c1ccccc1)Cc1nc2ccccc2c(=O)[nH]1	-26%[46.1 µM]	-15%	10%	0.7%	-1%	0%	9%[38.3 µM]	5%
CCc1ccc2ncc(C(=O)c3ccccc3)c(N3CCOCC3)c2c1	-36%	-3%	-42%[inhibitor]	-3.0%	7%	8%	?	-8%
CCOCCc1nnc(NC(=O)c2cc(OC)c(OC)cc2[N+](=O)[O-])s1	-5%	i	-9%	-0.7%[10.1 µM]	2%	-4%	-7%	5%
COc1ccc(S(=O)(=O)n2nc(OC(=O)c3c(-c4ccccc4Cl)noc3C)cc2N)cc1	-26%[46.1 µM]	i	3%	1.0%	3%	1%	14%[38.3 µM]	8%
CCCCCn1c(=O)[nH]c2cc(C(=O)NCc3ccc4c(c3)OCO4)ccc2c1=O	-14%[46.1 µM]	-1%	-2%	1.0%	-2%	?	-27%[38.3 µM]	-4%
FC(F)(F)c1cccc(CNc2ncccc2-c2nc3cc(Cl)ccc3o2)c1	-8%[46.1 µM]	0%	-14%	-1.8%	-1%	?	?	2%
NS(=O)(=O)c1ccc(NC(=S)NC(=O)/C=C/c2ccco2)cc1	5%	-4%	-14%	0.0%	-4%	0%	4%	38%[activator]
Cc1cccc(OCCCCCn2ccnc2)c1C	18%[46.1 µM]	3%	-63%[inhibitor]	-1.0%	-3%	5%	35%[activator][38.3 µM]	-6%
CC(C)C(=O)Nc1ccc(C(=O)Nc2nnc(C(C)(C)C)s2)cc1	-7%	i	12%	0.1%	1%	?	-1%	-8%
CN=C1c2cc3cc(OC)ccc3n2CCN1Cc1ccccc1	11%[46.1 µM]	i	-5%	-1.2%	1%	-18%	24%[38.3 µM]	12%
CCC(C)NS(=O)(=O)c1ccc(S(=O)(=O)N(CC(=O)Nc2ccccc2)Cc2ccco2)cc1 (stereo unspecified)	-26%[46.1 µM]	i	-11%	-1.5%	1%	-2%	60%[activator][38.3 µM]	4%
CC(C)c1nnc(NC(=O)CCC(=O)NCc2cccs2)s1	-3%[46.1 µM]	-5%	-2%	-1.3%	0%	0%	-5%[38.3 µM]	8%
NS(=O)(=O)c1cccc(NC(=O)Cn2cc(C(F)(F)F)cc(Cl)c2=O)c1	-10%	1%	nt	1.0%	nt	-12%	nt	9%
CS(=O)(=O)N(CC(=O)NCc1ccncc1)c1ccc(Cl)c(Cl)c1	-19%[46.1 µM]	-4%	-6%	0.1%	1%	1%	27%[38.3 µM]	1%
O=C(c1cccnc1)N1CCN(c2ccc([N+](=O)[O-])cc2Cl)CC1	17%	-6%	-19%	1.1%	-1%	-5%	-6%	6%
